Source: PubChem
TMEM16A act = activates or potentiates the mouse TMEM16A chloride channel; Q8BHY3; HEK293 TMEM16A/YFP-H148Q/I152L, iodide quench fluorescence; stronger effect = lower value; B-score at 10 µM; hit rate 0.3% among 340,000; AID 623877;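 active = fluorescence-ratio B-score plate-corrected deviation score at least 3 library SD below zero, with starting fluorescence score within 5 deviations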;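 note: channel opened by trigger with iodide after compound preincubation; score built on the fluorescence ratio of max minus min over baseline; more negative score means more quench and so TMEM16A activation or potentiation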
KCNK9 inh = blocks the human KCNK9 two-pore domain potassium channel; Q9NPC2; HEK293 KCNK9, FluxOR thallium flux fluorescence; stronger effect = lower value; B-score at 10 µM; hit rate 1.2% among 310,000; AID 488922;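 active = ratio B-score over 3 SD below the library mean, with starting fluorescence within 5 SD of its mean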;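 note: negative B-score means less thallium flux so channel inhibition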
HDAC3 inh = blocks human histone deacetylase 3; O15379; inhibition, % at 8.3 µM; hit rate 0.15% among 320,000; recombinant HDAC3, fluorogenic peptide/trypsin coupled, fluorescence; AID 2718; in the data active = inhibition above about 26%, passing the limit was not always enough
KCNQ1 pot = human KCNQ1 channel potentiation or activation; P51787; CHO-K1 KCNQ1, thallium flux FluxOR fluorescence; stronger effect = higher value; B-score at 10 µM; hit rate 0.35% among 310,000;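 active = fluorescence ratio B-score, a plate-corrected score, at least three library SD, with initial intensity B-score within 5 SD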
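Assay system: stable KCNQ1 CHO-K1 line; medium: assay buffer, equal DMSO in all wells; timing: 90 min dye loading and 20 min compound exposure, both at room temperature; technique: kinetic FluxOR thallium fluorescence, 10-s 1-Hz baseline, 110-s post-stimulus read; read-out basis: B score of baseline-normalized fluorescence ratio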
Dyrk1A ADPGlo = Dyrk1A (rat) kinase inhibition | Q63470 | AID 504441 | hit rate 0.43% among 310,000 | ADP-Glo luminescence, NFATc1 peptide | inhibition, % at 12.5 µM; in the data active = inhibition above about 50%;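 note: plate controls were vehicle with enzyme for no effect and no enzyme for full effect; many of its hits are not listed in these tables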
KCNK3 inh = human KCNK3 channel inhibition, primary screen | O14649 | CHO-KCNK3 thallium flux, FluxOR fluorescence; stronger effect = lower value | B-score at 10 µM | hit rate 0.84% among 340,000 | AID 602410;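 active = B-score under library mean minus 4 SD, starting fluorescence ratio at most library mean plus 5 SD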;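 note: more negative B-score means stronger inhibition of thallium flux through KCNK3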
KCNQ1 inh = human KCNQ1 channel inhibition | P51787 | AID 2642 | CHO-K1 KCNQ1, FluxOR thallium flux fluorescence; stronger effect = higher value | hit rate 1.3% among 310,000 | B-score at 10 µM;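 active = compounds whose thallium flux B-score, printed positive for inhibition, exceeds three library SD while starting fluorescence stays within three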;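 note: channel opened by potassium depolarization with thallium stimulus after 20 min compound exposure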
TRPC4 agonist = activators of mouse TRPC4 channel; AID 2237; hit rate 0.49% among 310,000; B-score at 10 µM; HEK293 TRPC4beta/mu-opioid, Fluo4 calcium fluorescence; stronger effect = higher value; Q9QUQ5;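 active = B-score above 5 SD of library B-scores, and initial fluorescence ratio not above library mean plus 5 SD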;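 note: positive B-score marks a calcium rise read as TRPC4 activation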
Target sequence (Q9QUQ5 whole entry, looked up): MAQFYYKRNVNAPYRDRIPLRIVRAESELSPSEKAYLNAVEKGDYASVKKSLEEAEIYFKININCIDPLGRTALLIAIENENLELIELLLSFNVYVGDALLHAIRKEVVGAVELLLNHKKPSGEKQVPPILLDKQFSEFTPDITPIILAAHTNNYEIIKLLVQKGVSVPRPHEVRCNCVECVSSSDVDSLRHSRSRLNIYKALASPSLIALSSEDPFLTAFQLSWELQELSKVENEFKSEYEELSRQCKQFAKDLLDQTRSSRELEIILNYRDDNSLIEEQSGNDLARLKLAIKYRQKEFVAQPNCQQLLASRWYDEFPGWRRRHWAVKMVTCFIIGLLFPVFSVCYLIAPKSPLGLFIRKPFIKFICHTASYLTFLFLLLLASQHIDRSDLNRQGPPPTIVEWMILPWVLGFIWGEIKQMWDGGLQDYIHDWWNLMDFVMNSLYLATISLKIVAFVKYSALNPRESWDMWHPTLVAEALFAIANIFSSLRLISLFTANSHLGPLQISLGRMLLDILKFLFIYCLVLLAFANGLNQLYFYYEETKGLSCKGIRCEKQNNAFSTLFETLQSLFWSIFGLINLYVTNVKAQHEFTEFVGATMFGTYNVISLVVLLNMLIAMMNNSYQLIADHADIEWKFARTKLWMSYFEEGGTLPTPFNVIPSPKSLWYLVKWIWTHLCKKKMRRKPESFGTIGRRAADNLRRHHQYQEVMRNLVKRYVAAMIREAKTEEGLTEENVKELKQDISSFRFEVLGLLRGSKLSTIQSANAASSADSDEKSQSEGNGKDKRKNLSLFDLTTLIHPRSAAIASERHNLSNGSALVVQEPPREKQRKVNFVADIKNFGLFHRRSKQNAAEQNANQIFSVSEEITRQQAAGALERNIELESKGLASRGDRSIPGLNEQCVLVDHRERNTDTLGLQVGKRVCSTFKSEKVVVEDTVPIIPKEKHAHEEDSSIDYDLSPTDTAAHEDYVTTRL
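system = HEK293 cells stably co-expressing mouse TRPC4beta and mu-opioid receptor | schedule = Fluo4 dye loading 45 min at room temperature, 110 s recording | measure = B-scored integrated calcium fluorescence ratio | signal = Fluo4 calcium-sensitive dye fluorescence, kinetic, 1 Hz baseline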
TMEM16A inh = inhibitors of mouse TMEM16A calcium-activated chloride channel | HEK293 TMEM16A/YFP iodide influx fluorescence, ionomycin | Q8BHY3 | normalized B-score (activity score, 25-100; higher = stronger inhibition) at 10 µM | AID 588511 | hit rate 1.2% among 310,000;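 active = ratio plate-corrected score three or more library SD toward inhibition, starting fluorescence score within five deviations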;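 note: score derived from kinetic fluorescence span divided by baseline fluorescence per well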
hERG protect = hERG (human) protection from proarrhythmic block. Q12809. CHO-hERG, FluxOR thallium flux, dofetilide IC70 present. activation (rescue from dofetilide block), less the hit threshold, % at 10 µM. hit rate 0.51% among 310,000. AID 1511;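 active = activation above the mean of controls blocked by dofetilide plus 5 SD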;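 note: thallium influx through hERG after potassium depolarization seen as dye fluorescence rise; in these data hits start at about 4.7%; inactives centre near -7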
TRPC4 PAM = TRPC4 (mouse) allosteric potentiation. AID 2227. HEK293 TRPC4beta/mu-opioid, DAMGO EC20, Fluo-4 Ca2+ flux; stronger effect = higher value. hit rate 0.42% among 310,000. B-score at 10 µM;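 active = B-score of calcium response area above 5 SD of library B-scores, with initial fluorescence ratio within 5 SD of library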;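 note: B-score of integrated fluorescence ratio over time as area under calcium response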
An asterisk follows results filed as active; i = inactive; nt = not tested or not shown. A portion of the library (hit frequency here may not be typical).

SMILES	TMEM16A act	KCNK9 inh	HDAC3 inh	KCNQ1 pot	Dyrk1A ADPGlo	KCNK3 inh	KCNQ1 inh	TRPC4 agonist	TMEM16A inh	hERG protect	TRPC4 PAM
COc1cc2c(cc1NC(=O)CSc1cccc[n+]1[O-])oc1ccccc12	i	i	1.1	i	5.4	i	i	i	i	-9.3	i
O=C(NCCCN1CCCC1=O)C1CCCO1 (stereo not drawn)	i	i	-15.2	i	nt	i	i	i	i	-9.5	i
Cc1ccc(Nc2nnc(SC/C(O)=C(\C#N)c3nc4ccccc4[nH]3)s2)c(C)c1	i	i	3.7	i	-0.1	i	i	i	i	-10.4	i
CN(C)C(=O)c1coc2nc3ccccc3nc12	i	i	-7.2	i	31.9	i	i	i	i	-0.3	i
CNc1oc(-c2cccs2)nc1C#N	i	i	-277.6	i	18.2	i	i	i	i	-6.4	i
COc1cc(S(=O)(=O)Nc2ccccc2)ccc1NC=O	i	i	-2.0	i	-2.6	i	i	i	i	-9.9	i
CCOc1ccc(CCNc2nc3ccccc3n3cnnc23)cc1OCC	i	i	2.7	i	6.4	i	i	i	i	-13.2	i
Cc1c(NC(=O)CN(c2ccc(F)cc2)S(=O)(=O)c2ccccc2)c(=O)n(-c2ccccc2)n1C	i	i	-4.9	i	-4.9	i	i	i	i	-4.0	i
COCCNC(=O)C(c1c[nH]c2ccccc12)N(C(=O)c1snc(C(N)=O)c1N)c1cccc(OC)c1 (stereo not drawn)	i	i	1.4	i	-3.5	i	i	i	i	-9.8	i
CCN(CC)S(=O)(=O)c1ccc(C(=O)NCC2CCCCC2)cc1	i	i	6.9	i	-0.6	i	i	i	i	-15.5	i
CC(C)CCn1nc(C(=O)OC(C)C(=O)NC(N)=O)c2ccccc2c1=O (stereo not drawn)	i	i	0.9	i	-0.6	i	i	i	i	-17.7	i
O=C(O)CCC(=O)Nc1cccc(-c2csc(-c3ccccc3)n2)c1	i	i	9.0	i	9.4	i	i	i	i	-6.2	i
C=C1c2ccccc2NC(=O)N1c1ccc(C)cc1	i	i	-2.6	i	3.5	i	i	i	i	-7.3	i
Cc1ccc(-c2csc3n[nH]c(=S)n23)cc1	i	i	16.9	i	9.1	i	i	i	i	-5.7	i
O=C(CNC(=O)c1cccs1)NCC(=O)OCc1ccccc1Cl	i	i	7.1	i	-1.1	i	i	i	i	-0.5	i
CC(CN1CCOCC1)OC(=O)Cc1ccc(Cl)cc1 (stereo not drawn)	i	i	-7.2	i	nt	i	i	i	i	-13.2	i
Cc1cc(C(=O)N/N=C/c2sc(N3CCOCC3)nc2-c2ccccc2)c(C)o1	i	i	4.1	i	-3.0	i	i	i	i	-6.7	i
C=CCSc1nc2c(c(=O)[nH]c(=O)n2C)n1Cc1ccccc1	i	i	-8.4	i	-2.9	i	i	i	i	-7.1	i
OCc1ccnc2oc3ccccc3c12	i	i	-3.2	i	30.3	i	i	i	i	-3.2	i
Cn1ccs/c1=N\S(=O)(=O)c1ccc(F)cc1	i	i	1.6	i	-1.1	i	i	i	i	-4.7	i
COc1ccc(N2CCN(CCNC(=O)c3ccc4c(c3)[nH]c(=S)n3c5ccccc5nc43)CC2)cc1	i	i	0.7	i	nt	i	i	i	i	-8.6	i
CC(C)c1c(C(=O)N/N=C/c2ccc(-c3ccccc3)cc2)nnn1-c1nonc1N	i	i	-9.3	i	2.8	i	i	i	i	-5.8	i
CCOC(=O)c1sc2nc(CC(=O)OC)nc(NCc3ccc(Cl)cc3)c2c1C	i	i	-3.4	i	7.9	i	i	i	i	-8.0	i
O=C(Cn1cnc([N+](=O)[O-])n1)NCCc1ccccc1	i	i	1.4	i	2.1	i	i	i	i	-6.1	i
O=C(Cn1cnnn1)Nc1cccc([N+](=O)[O-])c1	i	i	4.1	i	nt	i	i	i	i	-16.7	i
COc1ccc(CCNC(=O)C2CCC(=O)N(CC3CCCCC3)C2)cc1 (stereo not drawn)	i	i	nt	i	1.2	i	i	i	nt	-4.2	i
COc1ccc2oc(=O)c(C(=O)N3CCN(C(=O)c4ccccc4)CC3)cc2c1	i	i	-28.1	i	14.3	i	i	i	i	-4.8	i
O=C(CN1C(=O)c2cccnc2Oc2ccc(Cl)cc21)N1CCCC1	i	i	3.8	i	-3.6	i	i	i	i	-9.4	i
Cc1cc(C)nc(/N=C(/NC(=O)c2ccccc2)Nc2ccccc2)n1	i	i	7.7	i	-9.5	i	i	i	i	-2.0	i
COc1cnc(-c2ccccn2)nc1Sc1ccc(Cl)cc1	i	i	-4.7	i	3.2	i	i	i	i	-11.0	i
COCCNC(=O)C(=O)NNS(=O)(=O)c1ccc2ccccc2c1	i	i	-4.7	i	-5.9	i	i	i	i	-4.4	i
CCN1CCN(CC(=O)Nc2c(OC)cccc2OC)CC1	i	i	21.4	i	0.9	i	i	i	i	-3.7	i
Cc1ccc(Cl)cc1NS(=O)(=O)Cc1ccccc1	i	i	3.5	i	6.6	i	i	i	i	-5.9	i
COc1ccc(NC(=O)CN(C)C(=O)CCNS(=O)(=O)c2ccc(Br)cc2)cc1	i	i	3.9	i	-4.7	i	i	i	i	-9.6	i
CC(/C=N/NC(=O)c1cc(C(C)C)[nH]n1)=C\c1ccccc1	i	i	8.6	i	3.1	i	i	i	i	-6.7	i
Brc1cccc(-c2nc(-c3ccncc3)no2)c1	i	i	-14.0	i	-0.4	i	i	i	i	-4.3	i

Already shown: an excerpt of the list.
SMILES	TMEM16A act	KCNK9 inh	HDAC3 inh	KCNQ1 pot	Dyrk1A ADPGlo	KCNK3 inh	KCNQ1 inh	TRPC4 agonist	TMEM16A inh	hERG protect	TRPC4 PAM
COc1cc2c(cc1NC(=O)CSc1cccc[n+]1[O-])oc1ccccc12	i	i	1.1	i	5.4	i	i	i	i	-9.3	i
O=C(NCCCN1CCCC1=O)C1CCCO1 (stereo not drawn)	i	i	-15.2	i	nt	i	i	i	i	-9.5	i
Cc1ccc(Nc2nnc(SC/C(O)=C(\C#N)c3nc4ccccc4[nH]3)s2)c(C)c1	i	i	3.7	i	-0.1	i	i	i	i	-10.4	i

(next part)
SMILES	TMEM16A act	KCNK9 inh	HDAC3 inh	KCNQ1 pot	Dyrk1A ADPGlo	KCNK3 inh	KCNQ1 inh	TRPC4 agonist	TMEM16A inh	hERG protect	TRPC4 PAM
O=C(O)CCC(=O)N1N=C(c2ccccc2)CC1c1cccs1 (stereo not drawn)	i	i	2.0	i	-3.0	i	i	i	i	-6.5	i
COc1ccc(S(=O)(=O)N(CC(=O)N2CCN(c3ccccc3OC)CC2)c2ccccc2)cc1	i	nt	3.0	nt	-2.1	i	nt	nt	i	nt	nt
COc1cc(OC)c(C(=O)Nc2cccnc2)cc1OC	i	i	2.1	i	5.6	i	i	i	i	-1.6	i
COc1ccc(/C(N)=N/OC(=O)c2ccc(C)c([N+](=O)[O-])c2)cc1	i	i	-1.7	i	0.9	i	i	i	i	-3.5	i
COc1cc(OC)cc(C(=O)NCC(=O)Nc2ccc(C)c(Cl)c2)c1	nt	i	0.9	i	-5.9	i	i	i	i	-6.7	i
CCCn1c(=N)n(CC(O)COc2ccc(C)cc2)c2ccccc21 (stereo not drawn)	i	i	-4.1	i	8.4	i	i	i	i	-7.0	i
O=C(COC(=O)c1cc([N+](=O)[O-])ccc1NCCO)c1ccccc1	i	i	1.4	i	-6.3	i	i	i	i	-1.6	i
CCOc1cc(C(=O)NC(=S)Nc2nc(C)cc(C)n2)cc(OCC)c1OCC	i	i	8.0	i	nt	i	i	i	i	-13.9	i
CC(C)C(=O)OC1CCS(=O)(=O)c2sccc21 (stereo not drawn)	i	i	3.0	i	-2.9	i	i	i	i	-17.3	i
COc1ccc(N(CC(=O)NCCSCc2ccco2)S(=O)(=O)c2ccc(C)cc2)cc1	i	i	2.8	i	nt	i	i	i	i	-17.2	i
CC1CCN(C2(O)C(=O)Nc3ccc([N+](=O)[O-])cc32)CC1 (stereo not drawn)	i	i	1.1	i	2.1	i	i	i	i	-13.7	i
CN1CC(=O)N(CC(=O)Nc2ccc(N(C)C)cc2)c2ccccc2C1=O	i	i	-1.6	i	5.0	i	i	i	i	-6.1	i
CC(=O)Nc1ccc(S(=O)(=O)NC(C(=O)O)C(C)O)cc1 (stereo not drawn)	i	i	0.3	i	0.0	i	i	i	i	-9.7	i
CCc1ccc(C(=O)NC(C(=O)NCC2CCCO2)C(C)C)cc1 (stereo not drawn)	i	i	3.8	i	-4.5	i	i	i	i	-9.4	i
CC(=O)NC(=S)Nc1ccc(NC(=O)COc2ccc(Cl)cc2)cc1	i	i	-4.7	i	-0.6	i	i	i	i	-6.5	i
CC(Oc1ccccc1F)C(=O)NNC(=O)CC(C)c1ccccc1 (stereo not drawn)	i	i	-2.4	i	12.0	i	i	i	i	-19.0	i
O=C(CCCNC(=O)/C(=C\c1ccc(F)cc1)NC(=O)c1ccccc1)OCc1ccccc1	i	i	1.8	i	17.4	i	i	i	i	-0.8	i
O=c1cc(CN2CCN(c3ccccc3F)CC2)c2cc(O)c(-c3ccccc3)cc2o1	i	i	2.1	i	7.2	i	i	i	i	-6.4	i
Cc1cc(C)n(CCN(C)C(=O)CCc2nnc(-c3ccc4c(c3)OCO4)o2)n1	i	i	-2.9	i	0.6	i	i	i	i	-1.9	i
O=C(CCCCn1c(=O)c2ccccc2n(CC(=O)NC2CCCC2)c1=O)NCc1ccco1	i	i	-8.5	i	4.1	i	i	i	i	-9.5	i
CCOC(=O)C1CCCN(C(=O)c2cc3c(-c4cccc(OC)c4)nn(C)c3s2)C1 (stereo not drawn)	i	i	2.0	i	11.2	i	i	i	i	-8.2	i
O=C(N=C1SC2CS(=O)(=O)CC2N1c1ccc(F)c(Cl)c1)C1CC1 (stereo not drawn)	i	i	-0.8	i	-1.3	i	i	i	i	-13.9	i
O=C1Nc2ccccc2N(O)N1c1ccc(S(=O)(=O)N2CCOCC2)cc1	i	i	-2.5	i	3.6	i	i	i	i	-6.4	i
C=CCn1c(SCc2c(C(=O)OC)sc(N)c2C(=O)OC)nnc1-c1ccc(Cl)cc1	i	i	4.6	i	-0.6	i	i	i	i	-17.2	i
CCOC(=O)Cc1nnc(NCc2ccccc2)c2ccccc12	i	i	12.2	i	-1.4	i	i	i	i	-4.5	i
CC(C)CN1C(=O)NC(NC(=O)c2cccnc2)(C(F)(F)F)C1=O (stereo not drawn)	i	nt	1.2	nt	-5.4	i	nt	nt	i	nt	nt
Cc1ccc(-c2cc(C(=O)N/N=C/c3c[nH]c4ccccc34)n[nH]2)o1	i	i	6.5	i	-50.5	i	i	i	i	-15.8	i
